E-sel TNF inh: blocks E-selectin expression induced by TNF alpha; HUVEC TNFa-induced E-selectin immunofluorescence, high content; inhibition, % at 2 µM; 120,000 tested, 0.71% active; AID 1246;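 active = inhibition above the batch mean plus 3 SD, and confirmed as a hit on visual image review, cut at about 43% in these data; inconclusive = passes the inhibition cutoff but fails visual image review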;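 also: 0% = TNF-stimulated DMSO wells and 100% = unstimulated control wells; not every result past the cut was called active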
Measles CPE: protection of cells from measles virus. Measles virus-infected cells, CPE protection, absorbance. protection (pct of control), % at 4 µM. 140,000 tested, 1.5% active; in the data active = protection mostly above about 24%, no sharp cut-off; inactive = mostly below about 26%; also: some compounds called inactive have numbers as strong as hits
NPY Y2 blocker: NPY-Y2 (human) receptor antagonism | P49146 | NPY-Y2 expressing cells, antagonist mode | inhibition, % at 2.7 µM | 140,000 tested, 0.99% active | AID 793; in the data active = inhibition above about 17%;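 also: 0% = vehicle with agonist challenge and 100% = reference antagonist with challenge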
Target sequence (P49146 whole entry, looked up): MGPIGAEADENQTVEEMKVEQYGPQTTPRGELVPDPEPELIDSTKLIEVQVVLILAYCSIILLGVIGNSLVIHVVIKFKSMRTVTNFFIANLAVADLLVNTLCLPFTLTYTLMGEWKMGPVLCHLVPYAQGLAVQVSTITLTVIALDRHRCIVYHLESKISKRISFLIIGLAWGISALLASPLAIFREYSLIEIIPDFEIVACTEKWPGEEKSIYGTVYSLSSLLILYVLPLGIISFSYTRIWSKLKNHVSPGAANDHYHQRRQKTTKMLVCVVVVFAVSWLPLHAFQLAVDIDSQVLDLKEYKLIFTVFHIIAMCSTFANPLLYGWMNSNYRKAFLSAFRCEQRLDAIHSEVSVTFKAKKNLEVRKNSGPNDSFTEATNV
GALR2 blocker: antagonists of human galanin receptor 2 (GALR2). inhibition, % at 4 µM. O43603. 140,000 tested, 0.39% active. AID 828. GALR2-expressing cells, antagonist mode; in the data active = inhibition above about 27%;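 also: cells stimulated with galanin 1-16 at roughly its EC80; 0% = agonist challenge control and 100% = basal control without agonist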
Target sequence (O43603 whole entry, looked up): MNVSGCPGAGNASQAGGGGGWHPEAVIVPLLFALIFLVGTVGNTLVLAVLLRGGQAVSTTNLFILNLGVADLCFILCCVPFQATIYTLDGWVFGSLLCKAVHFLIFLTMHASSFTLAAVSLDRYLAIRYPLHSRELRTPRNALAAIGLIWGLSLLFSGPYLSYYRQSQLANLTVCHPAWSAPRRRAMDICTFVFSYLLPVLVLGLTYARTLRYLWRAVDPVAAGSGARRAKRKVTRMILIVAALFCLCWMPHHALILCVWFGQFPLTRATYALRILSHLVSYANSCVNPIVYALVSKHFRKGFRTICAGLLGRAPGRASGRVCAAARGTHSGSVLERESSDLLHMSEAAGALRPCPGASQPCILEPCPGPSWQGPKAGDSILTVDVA
Yeast growth inh: chemicals that inhibit yeast BB579 growth in restrictive medium (lifespan-shortening candidates) | AID 804 | S. cerevisiae BB579 growth, OD615, 48 h | 140,000 tested, 0.51% active | inhibition, % at 10 µM;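 active = inhibition above a set limit, 3 SD over the mean compound inhibition, cut at about 44% in these data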; also: inactives centre near -24
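System: DeaD yeast strain BB579; buffer or medium: CSMM-D dextrose restrictive medium; technique: OD at 615 nm; schedule: 4 h cell preincubation, 48 h compound exposure, 30 °C humidified; doses: single 10 µM dose; controls: amphotericin B 10 µg/mL, positive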
Yeast life ext: extends the lifespan of yeast; S. cerevisiae growth with nicotinamide, OD615; deaD strain in restrictive glucose medium; inhibition of the nicotinamide effect, % at 10 µM; 130,000 tested, 0.68% active; AID 775;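 active = inhibition above a set limit, placed 3 SD over the median of all compounds, cut at about 26% in these data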;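 also: 0% = nicotinamide-treated wells and 100% = cells grown without nicotinamide; some compounds called inactive have numbers as strong as hits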
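Assay system: engineered S. cerevisiae DeaD replicative-lifespan strain, galactose-grown log-phase cells; Buffer or medium: CSMM-D glucose medium, restrictive; Probe or stimulus: nicotinamide 1.5 mM; Compound: single dose 10 µM compound, 0.25% DMSO; Schedule: 4 h preincubation then 48 h treatment at 30 °C; Technique: OD615 measurement.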
HCT116 PTEN-null: suppresses growth of cells with PTEN deletion; HCT116 PTEN-null viability, CellTiter-Glo, 60 h; hits give low values; viability, % at 10 µM; 140,000 tested, 1.2% active;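 active = viability at or below a set limit, 4 SD under the median of all tested compounds, cut at about 3.7% in these data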;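 also: PTEN knockout HCT116 line with beta catenin targeted HCT116 as companion control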
MRP1 act: activators of MRP-1. viability increase, % at 10 µM. 140,000 tested, 0.61% active. H69AR cells + doxorubicin, viability rescue, CellTiter-Glo;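 active = viability gain under doxorubicin at or above a set limit, the compound median plus 3 SD, cut at about 4.7% in these data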;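 also: MRP-1 overexpressing cells given doxorubicin 25 µM after compound pretreatment; 18-22 h compound pretreatment then 72 h with doxorubicin before readout; 0% = doxorubicin-only wells and 100% = vehicle-treated cells without doxorubicin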
bCat KO growth: beta-catenin-lacking colon tumor cell growth suppression. HCT116 beta-catenin knockout viability, CellTiter-Glo, 60 h; hits give low values. viability, % at 10 µM. 140,000 tested, 1.5% active;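 active = viability at or under a set limit, the compound median less 4 SD, cut at about 6% in these data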;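 also: 0% = Hyamine 1622 control at 20 µM and 100% = untreated cell control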
Phagocyt inh: macrophage phagocytosis inhibition; J774A.1 macrophage IgG-bead phagocytosis, imaging; inhibition, % at 5 µM; 110,000 tested, 0.07% active; AID 1029;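 active = inhibition above the mean of the plate negative controls plus 5 SD, cut at about 13% in these data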;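 also: phagocytic index as fraction of beads internalized from green versus red external bead signal; plate controls were DMSO negative control for no effect and cytochalasin-D positive control for full effect; some results beyond the cut were filed as inactive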
Starred values were filed as active, the others as inactive; u = inconclusive; x = not tested or not shown. Only part of the results is shown; rates above refer to the full screens.

SMILES,E-sel TNF inh,Measles CPE,NPY Y2 blocker,GALR2 blocker,Yeast growth inh,Yeast life ext,HCT116 PTEN-null,MRP1 act,bCat KO growth,Phagocyt inh
Cc1ccc(N)c(C(=O)c2ccccc2)c1,-8,3,3,3,-27,-17,89,-1.6,93,x
Cc1ccccc1C(O)(Cc1ccccc1)C1CN2CCC1CC2 (stereo not given),6,-1,11,-1,24,-7,0.3*,-2.7,1.1*,0
Clc1ccc(CNC2CN3CCC2CC3)cc1 (stereo not given),11,5,3,-8,-17,0,79,-1.0,84,-4
Nc1ccccc1C(=O)OCC(=O)Nc1ccc(Br)cc1F,-32,8,5,9,-28,-8,102,3.2,94,x
CCc1cccc2c(C#N)cn(CC(=O)N3CCOCC3)c12,-1,1,2,-3,-19,1,98,-2.5,97,3
CC(C)n1c(=O)c(C=Nc2ccc(S(N)(=O)=O)cc2)c(O)n(Cc2ccco2)c1=O,27,4,5,-8,-14,-6,98,-0.9,89,1
COc1cccc(-c2nc(CS(=O)CC(=O)N3CCC4(CC3)OCCO4)c(C)o2)c1 (stereo not given),3,3,0,5,-18,5,86,-2.7,85,2
COc1ccc(OC)c(CN2CCN(C(=O)COc3cccc(C)c3)CC2)c1,u,10,4,-4,-5,-5,89,-3.7,85,1
C[N+]1=C(/C=C/Nc2ccccc2)C(C)(C)c2ccccc21,-8,7,9,8,-28,19,54,-2.1,52,-3
CC(C)OC12Oc3ccccc3C=C1N1CCC2CC1 (stereo not given),1,7,1,4,-49,-8,112,0.1,99,-3
CC1=NN(c2ccccc2)C(=O)C1/C=C1\C(=O)NC(=O)N(c2cc(C)cc(C)c2)C1=O (stereo not given),-18,31,1,1,-60,x,93,0.5,96,x
O=C1CCCC2C3CCCN4CCCC(CN12)C34 (stereo not given),18,3,2,-8,-9,-9,85,-1.9,77,-4
O=c1c2ccccc2nc(/C=C/c2ccc3c(c2)OCO3)n1-c1ccccc1,-11,7,7,4,-37,7,65,-2.8,70,-7
Clc1ccccc1CN1CCN(c2ccccc2)CC1,11,25,1,-6,-20,-15,87,-1.6,88,0
CN1CCN(C(=O)COc2ccc3ccccc3c2Br)CC1,-11,15,2,9,-41,0,91,-1.3,105,-1
Cc1c(C(=O)N2CCC3(CC2)OCCO3)sc2ncnc(N3CCN(c4ccccn4)CC3)c12,-23,16,2,11,-42,-13,59,-1.4,68,-1
CC(=NCCCN1CCOCC1)c1c(O)[nH]c(=O)[nH]c1=O,43,8,3,-9,-42,1,96,-0.7,96,-1
Cc1ccc2occ(CN3CC4CC(C3)c3cccc(=O)n3C4)c(=O)c2c1 (stereo not given),-9,11,8,13,-12,-8,93,-2.4,96,0
COc1nc(NC(C)C)nc(NC(C)C)n1,-2,13,1,-12,-55,-10,93,0.9,92,0
c1cc2c(cc1CCNC1C3CC4CC(C3)CC1C4)OCO2 (stereo not given),15,14,2,10,-34,x,91,-5.1,88,x
C/C(=N\N1CCCCCC1)c1c(O)n(-c2ccc(C)cc2)c(=O)[nH]c1=O,x,32,-1,-1,-5,-1,104,-1.6,93,-7
CCCC(=O)Nc1ccc(N2CCN(CC)CC2)c(Cl)c1,x,5,1,2,-27,0,102,-1.9,107,x
COc1ccccc1N(CC(=O)NC1CCCCC1)C(=O)c1cnn(C(C)C)c1,1,9,4,2,-11,-4,97,0.4,93,x
O=C(C1CCN(c2nc3ccc(Br)cc3s2)CC1)N1CCC2(CC1)OCCO2,u,19,1,0,-50,-9,38,-3.2,19,x
Cc1c(NC(=O)C(C)OC(=O)Cc2ccccc2)c(=O)n(-c2ccccc2)n1C (stereo not given),-19,5,5,15,-38,-4,94,0.0,98,0
CC(C)c1ccc(N2C(=O)NC(=O)/C(=C/C=C/c3ccco3)C2=O)cc1,33,0,0,5,-21,11,9,-4.6,16,x
CCCNS(=O)(=O)c1ccc(OCC(=O)N2CCN(C)CC2)cc1,-8,7,3,-11,-36,x,97,-2.3,104,x
O=P(Nc1cccnc1)(Oc1ccccc1)Oc1ccccc1,x,3,1,3,-37,-3,93,-2.6,93,0
Cc1ccc(C)c(NC(=O)CSc2nnc([C@@H](N)Cc3c[nH]c4ccccc34)o2)c1,x,26,x,x,-32,x,97,-2.0,94,0
CN(C)C(Cc1ccc(C#N)cc1)C(=O)c1ccccc1 (stereo not given),-21,3,3,2,8,8,103,-1.3,96,2
CCOc1ccccc1-n1c(O)c(C=NCc2ccc3c(c2)OCO3)c(=O)[nH]c1=O,x,15,-2,-10,-26,-2,103,-0.5,101,-1
Cc1cccc(NP(C)(=O)c2nc3c(s2)CCCC3)c1 (stereo not given),6,2,4,5,-19,8,100,-1.0,86,2
CC(=O)OC1N=C(c2ccccc2)c2ccccc2NC1=O (stereo not given),48,16,3,5,-6,12,84,-2.7,89,0
C=Cn1ccnc1P(=S)(c1ccc(N(C)C)cc1)c1nccn1C=C,x,20,2,0,-37,-10,88,-0.4,88,-3
CCC(=NC1CC1)c1c(O)n(C2CCCCC2)c(=O)[nH]c1=O,24,14,2,5,-55,25,94,-0.9,96,0
COc1ccc(/C=C2/C(=O)N(Cc3ccco3)C(=O)N(C(C)C)C2=O)cc1,12,8,4,-4,-26,7,93,-0.1,97,-1
c1ccc(C2N3CCCN23)cc1 (stereo not given),1,14,1,-2,-57,0,103,-0.2,110,0
CC(C)=CCC12CN3CCN(CC(C3)C1=O)C2,-9,15,3,-7,14,-2,97,-0.1,98,2
C[C@@]1([C@@H](NP(=O)(c2ccccc2)c2ccccc2)c2ccccc2)C[C@H]1CCO,-18,6,1,2,-43,0,85,-0.6,85,x
C=CCN1C(=O)C2(C(C(=O)OCC)=C(N)Oc3c2c(=O)oc2ccccc32)c2ccccc21 (stereo not given),-47,81*,-1,-4,-43,-7,100,-2.3,89,1

Whole records from above. Values in the order: E-sel TNF inh, Measles CPE, NPY Y2 blocker, GALR2 blocker, Yeast growth inh, Yeast life ext, HCT116 PTEN-null, MRP1 act, bCat KO growth, Phagocyt inh
Profile of CCCC(=O)Nc1ccc(N2CCN(CC)CC2)c(Cl)c1 = x, 5, 1, 2, -27, 0, 102, -1.9, 107, x
Profile of CC(C)c1ccc(N2C(=O)NC(=O)/C(=C/C=C/c3ccco3)C2=O)cc1 = 33, 0, 0, 5, -21, 11, 9, -4.6, 16, x
Profile of CN(C)C(Cc1ccc(C#N)cc1)C(=O)c1ccccc1 (stereo not given) = -21, 3, 3, 2, 8, 8, 103, -1.3, 96, 2

(more compounds)
SMILES,E-sel TNF inh,Measles CPE,NPY Y2 blocker,GALR2 blocker,Yeast growth inh,Yeast life ext,HCT116 PTEN-null,MRP1 act,bCat KO growth,Phagocyt inh
CCCS(=O)(=O)N1CCCC(C(=O)N2CCC3(CC2)OCCO3)C1 (stereo not given),12,2,3,6,-27,-7,94,-1.1,88,-1
O=C(COC(=O)Cc1ccccc1)NC12CC3CC(CC(C3)C1)C2,-24,32,2,5,-42,-3,89,-0.4,88,x
CCN(CC)CCCN=Cc1c(O)n(-c2cccc(C)c2C)c(=O)[nH]c1=O,x,3,5,-6,-45,-12,97,1.2,103,0
CCN(CC)c1ccc(/C=C2/C(=O)NC(=O)N(CC3CCCO3)C2=O)cc1 (stereo not given),9,10,-2,4,20,-4,102,-1.8,96,x
CC1(C)CC(=O)C=C(NCCN2CCN(C(=O)Cc3ccc(Cl)cc3)CC2)C1,-4,8,2,-4,-5,x,92,-2.6,86,-1
CCCCn1c(=O)c(C=Nc2cc([N+](=O)[O-])ccc2OC)c(O)n(CCCCl)c1=O,x,4,-2,-4,-35,6,81,-0.1,85,0
Cn1c(O)c(C=NCCCN2CCCC2=O)c(=O)n(C)c1=O,x,9,4,-1,-20,-1,111,-0.7,93,0
CCOc1cc(CNC(C)C(O)c2ccccc2)cc(Cl)c1OCC (stereo not given),x,10,5,-5,-32,8,62,-4.9,58,-1
Cc1ccc(N2C(=O)NC(=O)C3(Cc4ccccc4N4CCCC43)C2=O)cc1 (stereo not given),-13,6,3,1,-52,-3,99,-2.3,91,x
CCn1c(O)c(C=Nc2ccc(N3CCOCC3)c(Br)c2)c(=O)n(CC)c1=S,-8,4,1,8,-9,-11,85,-2.8,76,-3
CCC(=NCc1cccnc1)c1c(O)n(C2CCCCC2)c(=O)[nH]c1=O,-5,2,0,2,-1,-11,90,-1.1,92,-3
Cc1nc2cc(-c3ccccc3)nn2c(C)c1CCC(=O)N1CCC2(CC1)OCCO2,-19,1,1,12,-21,-31,77,-2.1,79,-2
CCOC(=O)c1c(N)n(CCN2CCOCC2)c2nc3ccccc3nc12,2,21,2,0,-20,-4,94,-3.9,93,-1
O=C(Nc1ccc2c(c1)OCO2)c1cn(Cc2ccc(F)cc2)nn1,19,6,2,-10,-38,-14,85,-2.9,70,0
CC(=O)N(C1=NCCCS1)c1ccc(F)cc1,-25,6,1,4,-25,-9,93,-2.6,80,0
CC(C)c1oc(=O)cc2c1[C@@H](O)[C@H]1OC(=O)[C@@]3(C)CC[C@@H](O)[C@@]2(C)C13 (stereo not given in full),x,2,1,-16,-31,4,8,-3.4,10,x
Cc1ccc(C2SCC(=O)Nc3c2c(=O)[nH]n3C2CCOC(C)(C)C2)cc1 (stereo not given),-19,18,2,-3,-79,-12,94,0.4,94,0
CC(=O)Nc1ccc(C(=O)OCC(=O)Nc2ccc(Cl)cc2C(=O)c2ccccc2)cc1,3,12,4,1,-40,-4,86,-0.3,82,-4
Nc1c(C(=O)NCCN2CCOCC2)c2nc3ccccc3nc2n1Cc1ccco1,x,13,1,-13,-29,-6,75,-2.2,77,0
COC(=O)c1ccc(NC(=O)CSc2nc3ccc(N4C(=O)C5C6C=CC(C6)C5C4=O)cc3s2)cc1 (stereo not given),-24,27,1,-2,-32,-8,11,-2.1,7,-4
COc1ccccc1N1CCN(C(CNC(=O)Oc2ccccc2)c2cccnc2)CC1 (stereo not given),x,10,0,-2,-24,-7,94,-2.2,95,x
O=c1c2ccccc2nc(CSc2ncnc3nc[nH]c23)n1-c1ccccc1Cl,-24,9,1,-6,-2,x,88,-4.6,83,x
CC(=O)OC(C)(C)/C=C/C(=O)[C@](C)(O)[C@H]1[C@H](O)C[C@@]2(C)[C@@H]3CC=C4[C@H](C[C@H](O)C(=O)C4(C)C)[C@]3(C)C(=O)C[C@]12C,60*,3,8,72*,-2,2,1.9*,-4.8,2.4*,x
O=C1/C(=C/c2cccc([N+](=O)[O-])c2)N2CCC1CC2,x,4,7,1,-37,36*,61,-3.0,39,x
